# CHOP inh: CHOP inhibition in unfolded protein response. CHO-K1 CHOP-promoter luciferase, tunicamycin-induced, 15-18 h. 3.8% of 220,000 active. inhibition, % at 10 µM;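 active means compounds that reduced the stress-induced luciferase reporter signal by more than about 70% of percent inhibition, limit read from the data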;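 further: 0% = tunicamycin plus vehicle and 100% = wells without tunicamycin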
# TRPML3 ag: activates the human TRPML3 channel; Q8TDD5; HEK293 TRPML3-YFP, Fluo-8 calcium fluorescence; 100% = the carbachol control signal; activation, % at 3 µM; 0.29% of 220,000 active; AID 1448;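 active means activation above its plate's cutoff, the mean activation of the plate's test wells plus 3 SD, cut at about 12% in these data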;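 further: 0% = DMSO only wells and 100% = carbachol wells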
# Target sequence (Q8TDD5 whole entry, looked up): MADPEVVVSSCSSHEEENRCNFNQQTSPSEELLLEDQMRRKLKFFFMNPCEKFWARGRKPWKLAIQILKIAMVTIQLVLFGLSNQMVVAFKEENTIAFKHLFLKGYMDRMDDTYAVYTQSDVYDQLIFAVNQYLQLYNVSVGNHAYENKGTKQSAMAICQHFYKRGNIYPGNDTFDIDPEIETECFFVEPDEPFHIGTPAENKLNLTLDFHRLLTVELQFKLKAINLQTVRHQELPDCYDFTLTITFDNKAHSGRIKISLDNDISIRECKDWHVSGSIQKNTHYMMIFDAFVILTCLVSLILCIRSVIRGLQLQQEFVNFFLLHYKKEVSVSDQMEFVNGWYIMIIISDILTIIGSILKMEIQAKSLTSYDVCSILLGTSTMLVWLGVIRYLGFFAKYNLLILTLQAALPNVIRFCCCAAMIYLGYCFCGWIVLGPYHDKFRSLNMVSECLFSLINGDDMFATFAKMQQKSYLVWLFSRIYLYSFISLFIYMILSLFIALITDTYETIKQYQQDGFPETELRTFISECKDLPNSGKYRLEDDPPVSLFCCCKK
#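 Material: HEK293 cells stably carrying human TRPML3-YFP; compound dosing: single dose, 3 µM final nominal compound, 0.3% DMSO final; incubation: 1-h 37 °C dye load, 5-s basal, 120-s post-compound reads; technique: Fluo-8 intracellular calcium fluorescence, excitation 470-495 nm, emission 515-575 nm; read-out basis: percent activation from peak-to-basal fluorescence ratio, scaled between DMSO and carbachol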
# NPY Y1 blocker: blocks the human neuropeptide Y Y1 receptor; P25929; HEK293-CNG Y1 cells, membrane potential fluorescence; NPY at EC95, then isoproterenol; inhibition, % at 3.6 µM; 1% of 200,000 active; AID 1040;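 active means inhibition above the campaign mean inhibition of all tested compounds plus 3 SD, cut at about 20% in these data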;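 further: 0% = DMSO wells given NPY plus isoproterenol and 100% = isoproterenol alone without NPY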
#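 Material: HEK293 cells co-expressing NPY Y1 receptor and cyclic-nucleotide gated channel. Timing: compound incubation 1 h at room temperature, readout 45 min post-stimulation. Signal: fluorescence, membrane potential probe.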
# NPY-Y1 PAM-ag: potentiators or agonists of human neuropeptide Y receptor Y1; AID 1304; activation, % at 3.6 µM; NPY-Y1 expressing cells, potentiator/agonist activation; 0.37% of 220,000 active; in the data active means activation above about 33%, passing the limit was not always enough;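 further: cells stimulated with NPY at EC10 then isoproterenol at EC100; 0% = low agonist plus stimulus and 100% = saturating agonist plus stimulus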
# S1P4 ag: human S1P4 receptor agonism. O95977. 0.35% of 220,000 active. S1P4-expressing cell line, agonist reporter assay. AID 1509. activation, % at 4.98 µM; in the data active means activation above about 11%;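 further: 0% = DMSO vehicle and 100% = reference agonist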
# zfTRPN1 agonist: agonists of zebrafish TRPN1 channel; HEK293 zebrafish TRPN1-YFP, Fluo-8 calcium fluorescence; 100% = response to 87 µM carbachol; activation, % at 3 µM; 0.18% of 220,000 active; AID 1424;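 active means activation above its plate's cutoff, the mean activation of test wells on that plate plus 3 SD, cut at about 19% in these data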;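 further: 0% = DMSO alone and 100% = 87 µM carbachol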
#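 Material – zebrafish TRPN1-YFP in HEK293 cells · Doses – 3 µM single point · Schedule – dye 1 h 37 °C plus 30 min RT · Signal – Fluo-8 calcium fluorescence, excitation 470-495 nm, emission 515-575 nm · Read-out – % activation versus carbachol response · Control set – carbachol high, DMSO low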
# EP2 modulator: EP2 receptor (human) modulation; EP2-expressing cells, cAMP HTRF FRET, PGE2 co-stimulation; P43116; 0.83% of 260,000 active; induction, % at 25 µM;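 active means compounds whose cAMP rise, as percent of the full-agonist control response, exceeds 60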;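 further: rat C6 glioma line stably carrying human EP2 under a CMV promoter; the protocol text gives 20 µM as final concentration; 100% = response of wells given 1 µM PGE2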
# Target sequence (P43116 whole entry, looked up): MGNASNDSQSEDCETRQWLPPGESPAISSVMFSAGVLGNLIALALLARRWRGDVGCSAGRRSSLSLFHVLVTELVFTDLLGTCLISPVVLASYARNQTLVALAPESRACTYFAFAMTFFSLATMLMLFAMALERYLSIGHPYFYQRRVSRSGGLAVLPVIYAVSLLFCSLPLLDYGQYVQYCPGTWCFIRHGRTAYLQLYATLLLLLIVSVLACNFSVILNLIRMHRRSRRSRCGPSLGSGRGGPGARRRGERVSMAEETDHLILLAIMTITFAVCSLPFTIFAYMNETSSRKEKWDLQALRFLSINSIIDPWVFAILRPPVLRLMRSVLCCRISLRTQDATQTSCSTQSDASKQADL
# NPY-Y2 PAM-ag: potentiators or agonists of human neuropeptide Y receptor Y2. cells expressing NPY-Y2, potentiator/agonist read-out. P49146. AID 1359. 0.45% of 220,000 active. activation, % at 3.6 µM; in the data active means activation above about 27%;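 further: cells stimulated with NPY near EC25 plus isoproterenol at EC100; 0% = vehicle plus submaximal agonist and 100% = vehicle plus saturating agonist; some results beyond the cut were filed as inactive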
# S1P4 antagonist: antagonists of human S1P4 receptor; S1P4-expressing cells, antagonist mode, reporter read-out; inhibition, % at 4.98 µM; 0.26% of 220,000 active; in the data active means inhibition above about 29%;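 further: 0% = wells stimulated with agonist and 100% = vehicle wells without agonist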
# Numbers without * were called inactive; / = not tested or not shown.
# Below each compound – CHOP inh	TRPML3 ag	NPY Y1 blocker	NPY-Y1 PAM-ag	S1P4 ag	zfTRPN1 agonist	EP2 modulator	NPY-Y2 PAM-ag	S1P4 antagonist
Nc1nonc1OCCOCCOCCOc1nonc1N
    2	0.3	7	1	-0.3	-0.8	7	6	7
CC(C)OCCCn1c(NN)nc2ccccc2c1=O
    -36	-0.3	5	-2	5.5	-1.1	-6	-2	-2
O=c1c2ccccc2c(C=Nc2ccccc2O)c(O)n1-c1nccs1
    4	0.5	/	7	1.4	-0.8	-26	21	8
C/C(=N\NC(=O)C(O)(c1ccccc1)c1ccccc1)c1ccc(C)o1
    -4	-0.1	9	-34	2.0	-1.5	19	-6	-3
C/C(CC(=O)Nc1cccc(F)c1)=N\NC(=O)C(=O)NC1CCCCC1
    8	0.8	-2	10	0.0	-0.2	-4	-2	-2
CCn1nnnc1SCC(=O)Nc1cccc(NC(C)=O)c1
    17	0.3	4	-4	-0.2	0.2	-1	-3	-1
Cc1cccc(CC(=O)c2c[nH]c3ccccc23)c1
    25	0.7	/	28	-0.5	-1.4	-17	5	-7
COCc1cc(=O)[nH]c(-c2csc(C)n2)n1
    1	0.5	/	-9	-0.7	0.4	0	-1	-13
O=C(CSc1ncccn1)NC(=O)Nc1ccc2c(c1)OCCO2
    0	0.9	3	-17	-0.1	-0.9	-50	-8	-7
CCc1cc(=O)[nH]c(SCCC(F)=C(F)F)n1
    12	0.5	7	-25	1.2	1.0	17	-16	-1
COc1ccc(C(=O)N/N=C/c2ccccn2)cc1OC
    23	1.0	0	6	0.1	0.8	-33	-1	-10
CN1CCN(C(=O)c2ccc(N3CCCC3=O)cc2)CC1
    1	0.8	4	3	-0.8	-0.5	13	15	0
Fc1ccc(CNc2nc3ccccc3n3cnnc23)cc1
    15	-0.2	4	0	-1.5	-1.1	-3	1	-13
Cc1ccc(Cn2c(O)c(N=NC(=S)Nc3ccccc3F)c3ccccc32)cc1
    -17	1.6	-4	8	-0.8	1.5	29	-7	-3
CCc1[nH]c(=S)c(C#N)c2c1CCCC2
    2	0.5	-4	-18	1.9	-1.3	23	-10	8
COC(=O)c1c(NC(=O)C(Cl)Cl)sc2c1C(C(=O)OC)CC2 (stereo not given)
    80*	0.5	/	-11	0.5	1.7	-22	0	9
CN(C)C(=O)/C(=C\c1cccc(Oc2ccccc2)c1)NC(=O)c1ccccc1
    9	0.7	11	-26	0.4	0.4	21	4	-20
Cc1nn(-c2ccccc2)c(Cl)c1/C=N/NC(=O)CNc1n[nH]c(=O)[nH]c1=O
    4	1.0	5	-1	1.0	1.7	-3	4	-8
COc1ccc(N(C)S(=O)(=O)c2cccc3cccnc23)c(OC)c1
    -5	0.5	3	-4	0.3	1.7	-23	2	-8
CC(=O)c1cnn(-c2ccc(Cl)c(Cl)c2Cl)c1C
    8	-0.4	/	17	1.3	-1.5	-2	25	-6
C(=N\Nc1nc(Nc2ccccc2)nc(Nc2ccccc2)n1)/c1ccncc1
    32	0.6	5	13	-0.3	1.1	-12	0	-3
Cc1ccc2cccc(Oc3ncnc4scc(-c5ccccc5)c34)c2n1
    28	-0.5	6	4	0.3	0.4	37	8	-8
COc1ccccc1N1CCN(C(=O)c2ccc(Cl)c(S(=O)(=O)N3CCCC3)c2)CC1
    -5	2.0	2	14	-0.8	7.0	10	-7	-23
CC(C)(C)n1ncc2c(=O)n(CC(=O)NCCc3ccccc3)cnc21
    7	0.8	0	-28	1.9	-1.6	28	1	-36
CCOC(=O)c1c(C(=O)OCC)c(C)n(Cc2cc(OC)c(OC)c(OC)c2)c1C
    0	-1.2	2	-15	0.1	-0.5	26	2	0
COCCN1CCn2c(nc3cc([N+](=O)[O-])ccc32)C1
    3	0.8	/	0	1.0	0.9	2	-21	10
COc1cccc(Cn2cnc3c(NS(=O)(=O)c4ccc(Cl)cc4)c(C)c(C)cc32)c1
    44	0.0	0	-22	2.4	0.9	11	-8	-10
CCCc1nnc(SCc2ccc(OC)cc2)n1N
    26	0.8	-1	-18	-1.2	1.9	0	2	-2
O=C(CSc1nc2c(cnn2-c2ccccc2)c(=O)[nH]1)N1CCOCC1
    -6	0.7	0	-21	0.9	0.9	-9	-16	-8
Cc1ccc(S(=O)(=O)N2CCN(C(=O)c3ccc(Cl)nc3)CC2)cc1
    -11	0.7	-2	17	0.5	0.7	18	-4	-6
CN1CCN(C(=S)NC(=O)c2ccc(Cl)cc2)CC1
    -19	0.5	4	18	0.7	1.9	34	3	-12
CN(C)CCN(C(=O)c1cccc(Cl)c1)c1nc2c(Cl)cccc2s1
    32	0.9	7	-51	1.7	1.0	3	-6	-15
O=S(=O)(NCC(c1ccco1)N1CCN(c2ccccc2F)CC1)c1ccc2c(c1)OCCO2 (stereo not given)
    8	-0.4	0	-10	-1.6	0.3	3	9	-19
O=C(CN1C(=O)C2CC=CCC2C1=O)NC1CCCc2ccccc21 (stereo not given)
    19	1.0	-1	5	-1.3	2.5	-2	-7	-14
CCn1c(SCC(=O)OC)nnc1C1CCCCC1
    12	0.3	-6	-10	0.0	0.3	12	-1	-2
N#Cc1c(N)nc2c(c1-c1ccc(F)cc1)c(=O)nc1sccn12
    -26	0.8	47*	2	1.1	0.1	-9	2	-5
CCOCCCn1c(=NC(C)=O)c(C#N)cc2c(=O)n3cccc(C)c3nc21
    8	0.1	/	-11	12*	-0.5	-10	1	-9
O=C(COc1ccc(Cl)cc1)N1CCN(C(=O)c2cccs2)CC1
    20	1.1	6	-7	0.0	2.5	-14	-9	-18
Cc1ccnc(NC(=O)Nc2ccc3c(c2)N(C)C(=O)CS3)c1
    3	0.5	-4	-7	1.1	1.2	-26	16	-3
c1ccc(-c2nnnn2CCOCCn2nnnc2-c2ccccc2)cc1
    27	-0.2	-2	-6	0.6	1.4	9	-3	-14
Cc1cccc(-n2c(O)c(/C=N/NC(=O)c3ccccc3Cl)c3ccccc3c2=O)n1
    12	-0.1	9	-9	-0.7	-0.6	2	8	-2
CCN(CC)CCNC(=O)Cn1nc(Cc2ccccc2)c2ccccc2c1=O
    -4	-0.5	5	-10	-2.1	1.4	-10	-5	-1
Cc1ccc(-c2noc(CSc3nnc(-c4ccncc4)n3-c3ccc(F)cc3)n2)cc1
    35	0.0	7	-8	-0.4	-1.2	-5	-8	-10
O=c1[nH]c(SCc2ccccc2Cl)nc2[nH]ncc12
    -4	0.4	3	-8	0.8	0.7	45	-12	-9
Cc1ccc(NC(=O)CCNS(=O)(=O)c2cccc3nonc23)cc1Cl
    17	0.9	-6	5	0.3	0.2	-51	5	3
O=C(CN1C(=O)C2C3C=CC(C4CC34)C2C1=O)Oc1ccccc1 (stereo not given)
    5	2.2	0	9	-1.0	2.2	0	3	-6
Cc1csc2c(N3CCN(C(=S)Nc4ccc(C(F)(F)F)cc4)CC3)ncnc12
    43	4.4	/	-21	-0.2	12	-88	-22	-18
CC1Cc2ccccc2N1C(=O)c1cccnc1 (stereo not given)
    -3	0.5	-1	-8	-4.9	-0.2	26	7	-5
O=C(CN1CCOCC1)Nc1ccccc1-c1ccccc1
    10	2.7	-1	-5	1.9	-1.0	19	-3	-2
O=C(Cc1sc(-c2ccccc2)nc1-c1ccccc1)Nc1ccccc1
    64	0.8	3	-12	-1.9	-0.4	27	-4	-7
CNc1nc(Nc2ccc(C(C)=O)cc2)nc(OC(C(F)(F)F)C(F)(F)F)n1
    67	0.4	9	4	1.3	-0.6	28	-9	-6
Cc1ccc(-c2csc(NC(=O)c3cccc([N+](=O)[O-])c3)n2)cc1
    23	-0.3	0	-14	2.5	0.7	-37	0	-14
CC1NC2(C(=O)N(Cc3ccccc3)c3ccccc32)C2C(=O)N(c3ccccc3)C(=O)C12 (stereo not given)
    22	0.9	0	22	0.5	0.5	-7	4	9
COc1ccc(Cl)cc1NC(=O)N1CCN(CCc2ccccc2)CC1
    18	0.2	8	-46	2.4	0.3	-3	-26	-14
Cc1ccc(C)c(S(=O)(=O)N2CCN(CC(=O)Nc3ccc([N+](=O)[O-])cc3)CC2)c1
    42	0.8	1	2	0.8	1.2	-38	4	-17
CCCN1CCN(c2nc3c([nH]2)c(=N)ncn3CC(O)CO)CC1 (stereo not given)
    8	0.2	-2	-19	-0.9	0.4	5	-1	12
Nc1c(C(=O)Nc2nccs2)sc2nc(-c3cccs3)cc(C(F)(F)F)c12
    43	4.6	-2	7	-3.1	5.8	-4	-3	16
CCCCOc1nc2ccccc2nc1C(C#N)C(=O)NC1CCCCC1 (stereo not given)
    4	0.0	-5	11	0.0	-1.4	5	-2	-5
CC(=O)C1=C(C)OC(N)=C(C#N)C1c1cc([N+](=O)[O-])ccc1Cl (stereo not given)
    -19	-0.1	/	9	-1.0	0.0	-13	13	0
O=C(/C=C/c1ccco1)N(Cc1cccc(Br)c1)C1CCS(=O)(=O)C1 (stereo not given)
    -28	0.0	/	0	1.9	-0.1	5	14	-10

# S1P4 ag, what is marked active above
structure | CHOP inh | TRPML3 ag | NPY Y1 blocker | NPY-Y1 PAM-ag | S1P4 ag | EP2 modulator | NPY-Y2 PAM-ag | S1P4 antagonist
CCOCCCn1c(=NC(C)=O)c(C#N)cc2c(=O)n3cccc(C)c3nc21 | 8 | 0.1 | / | -11 | 12* | -10 | 1 | -9

# Other entries follow.
# Below each compound – CHOP inh	TRPML3 ag	NPY Y1 blocker	NPY-Y1 PAM-ag	S1P4 ag	zfTRPN1 agonist	EP2 modulator	NPY-Y2 PAM-ag	S1P4 antagonist
CCN(CC)C(=O)CSc1nc2c(sc(=S)n2-c2ccccc2)c(=O)[nH]1
    -13	0.1	-1	19	-0.1	0.2	-2	2	3
N#Cc1nc(Cc2cccc3ccccc23)oc1NCCCN1CCOCC1
    31	0.0	-6	8	1.7	-0.3	24	6	-5
CCCC/C(O)=C1\C(=O)CCCC1=NCCc1c(C)[nH]c2ccc(OC)cc12
    9	0.2	/	2	3.1	-0.1	-50	4	-1
CC1CCN(C2CCN(C(=O)c3ccccc3F)CC2)CC1
    10	0.2	/	12	-0.2	0.7	-10	-6	1
CCCCN(CCCNC(=O)C1CCN(S(=O)(=O)N2CCOCC2)CC1)c1ccccc1
    50	-0.1	-2	-12	-0.3	-1.4	-1	-8	-1
O=C(NN=C1CCCCCCCCCCC1)c1ccncc1
    2	0.4	-3	-4	-1.2	-0.5	-18	2	-23
Cc1nc2cc(-c3cccs3)nn2c(NCC(C)(C)CN(C)C)c1C
    36	-0.1	0	-19	2.5	-0.3	42	-14	-19
CC(C)=C1C2C=CC1C(C(=O)Nc1cccc(C)c1)C2C(=O)O (stereo not given)
    31	0.5	0	-11	-1.1	0.2	4	4	-3
CC(Oc1ccccc1)C(=O)N1CCN=C1SCc1ccccc1 (stereo not given)
    -3	0.4	5	5	-0.8	0.8	-25	-6	-12

# From PubChem

# The order is random; 6.5% or so of the library scored in one or more.
